# SIAH1 antagonists = blockers of Siah-1 interaction with plectin peptide – biochemical, fluorescence polarization, rhodamine-plectin, uHTS, primary screen (AID 1817); Siah-1 / rhodamine-plectin peptide fluorescence polarization; higher % means a stronger effect; displacement, % at 20 µM; hits with a dose series show IC50 in µM; 290,000 tested, 0.02% active;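 active means displacement of at least 50% at 20 µM, with a fluorescence ratio check between 0.3 and a set limit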;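 further: plate controls were Siah plus tracer with DMSO for no effect and tracer alone without Siah for full effect; strong numbers were not always called active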
# Dynein transport = blocks dynein driven cargo transport along microtubules | 220,000 tested, 0.47% active | 3617.4 mouse cells, GR-EGFP nuclear translocation imaging; test concentration mostly 20 µM; stimulated with dexamethasone, 1 µM; active compounds read low | z-score, hits read low;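 active means plate z-score of nuclear minus cytoplasmic receptor signal below a set negative limit, without overly bright fluorescence or cell loss, cut at about -3.5 in these data, passing the limit was not always enough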;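 further: z-score of nuclear minus cytoplasmic ring GR-EGFP intensity difference per well; some compounds called inactive have numbers as strong as hits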
#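 Buffer or medium: Induction medium lacking tetracycline, stripped serum | Also added: Dexamethasone agonist, 1.0 µM final, for 30 min | Timing: 48 h induction, 1 h compound, 30 min dex at 37 °C | Detection: Formaldehyde fixation, Hoechst nuclear stain, 10x automated fluorescence imaging | Measure: Nuclear versus cytoplasmic GR-EGFP signal, averaged per well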
# PMI inhibitors = inhibitors of human PMI, primary screen, biochemical, fluorescence intensity, coupled assay (AID 1209). purified PMI enzyme, coupled fluorescence intensity; higher % means a stronger effect. inhibition, % at 20 µM, or IC50 in µM where a hit was titrated. 190,000 tested, 0.42% active;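 further: plate controls were DMSO vehicle for no effect and wells lacking substrate for full effect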
# XIAP antagonists = small molecules displacing peptide from XIAP – biochemical, IAP family, fluorescence polarization (AID 1018) | XIAP BIR domain, fluorescence polarization peptide displacement; higher % means a stronger effect | one-dose displacement, % at 20 µM; IC50 in µM for titrated hits | 200,000 tested, 0.007% active; in the data active means displacement above about 50%; further: a part of the inactive calls stands beside numbers as strong as those of hits
# LYP inhibition = inhibitors of LYP phosphatase, biochemical, fluorescence intensity, uHTS (AID 1779) | recombinant LYP phosphatase, fluorescence intensity; higher % means a stronger effect | 290,000 tested, 0.054% active | inhibition, % at 11.5 µM, or IC50 in µM where a hit was titrated;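 further: plate controls were vehicle with enzyme for no effect and no enzyme for full effect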
# M17LAP inhibition = P. falciparum M17LAP inhibitors, primary screen, biochemical, fluorogenic H-Leu-NHMec substrate, 1536-well (AID 1619). recombinant M17LAP, H-Leu-NHMec fluorogenic kinetic assay; higher % means a stronger effect. inhibition, % at 30 µM, or IC50 in µM where a hit was titrated. 220,000 tested, 0.38% active;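 active means compound inhibiting the enzyme by more than half at any dose during confirmatory dose-response retesting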;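 further: plate controls were full reaction with DMSO carrier for no effect and no enzyme background for full effect; strong numbers were not always called active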
# human PMI inhibitors = MPI inhibition at elevated mannose 6-phosphate – biochemical, fluorescence intensity, high mannose 6-phosphate, primary screen (AID 1220) | recombinant PMI enzyme, coupled fluorescence intensity; higher % means a stronger effect | inhibition, % at 20 µM; hits with a dose series show IC50 in µM | 190,000 tested, 0.66% active
# M1AAP inhibition = malaria alanyl aminopeptidase activity blockers – biochemical, fluorogenic H-Leu-NHMec substrate, 1536-well (AID 1445); recombinant M1AAP, H-Leu-NHMec fluorogenic kinetic assay; higher % means a stronger effect; one-dose inhibition, % at 30 µM; IC50 in µM for titrated hits; 220,000 tested, 0.42% active;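 active means primary inhibition above the hit cutoff, then over 50% inhibition at one or more dose response concentrations, cut at about 23% in these data, passing the limit was not always enough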;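 further: plate controls were DMSO full reaction for no effect and no enzyme background for full effect; strong numbers were not always called active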
# AID2073 = disruptors of CaV2.2 binding to Mint1 – biochemical, HTRF (AID 2073) | one-dose inhibition, % at 20 µM; IC50 in µM for titrated hits | 290,000 tested, 0.19% active | HTRF protein-protein interaction, Mint1-CaV2.2; higher % means a stronger effect; in the data active means inhibition mostly above about 51%, no sharp cut-off; further: some results filed as inactive read as strong as hits
# Dynein transport cytoplasmic EGFP = also measured in Dynein transport; calls as there; z-score; measured here: cytoplasmic GR-EGFP intensity; active compounds read high
# Dynein transport nuclear GR-EGFP = also measured in Dynein transport; calls as there; z-score; measured here: nuclear GR-EGFP intensity;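 lower value marks the stronger effect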
# Dynein transport cell count = recorded beside Dynein transport, whose call it bears; z-score; measured here: cell count per field
# Starred values were filed as active, the others as inactive; / = no result given. Unless noted, no stated cut-off is given here; in the data, active means inhibition above about 50%; inactive means the rest.
SMILES,SIAH1 antagonists,Dynein transport,Dynein transport cytoplasmic EGFP,Dynein transport nuclear GR-EGFP,Dynein transport cell count,PMI inhibitors,XIAP antagonists,LYP inhibition,M17LAP inhibition,human PMI inhibitors,M1AAP inhibition,AID2073
CC(C)(C)c1ccc(C(=O)N2CCCC2)s1,-5.5%,-0.189,-0.246,-0.117,0.649,/,/,-5.8%,-0.4%,/,-2.5%,0.4%
COc1ccc(/C=C/C(=O)c2cc(Br)ccc2OC(=O)c2ccco2)cc1OC,-8.4%,-3.69*,1.45*,-1.19*,-0.252*,-7.6%,-9.8%,3.8%,2.2%,-14.4%,-4.2%,4.7%
CCC(C)NC(=O)CSC1=Nc2ccccc2C2=NC(CCC(=O)NCc3ccco3)C(=O)N12 (stereo unspecified),2.1%,0.669,-0.0266,0.131,-1.22,4.5%,0.8%,-4.4%,-4.4%,0.0%,7.1%,10.4%
CCCCc1ccc(NC(=O)C2CCCO2)cc1 (stereo unspecified),2.4%,0.608,-0.23,0.78,0.0922,14.1%,-2.1%,-6.9%,9.6%,5.9%,-3.3%,10.5%
Cc1ccc(SCC(=O)Nc2ccc(F)cc2[N+](=O)[O-])cc1C,3.8%,-0.0821,-0.26,-0.351,0.178,0.6%,-4.7%,-3.0%,14.6%,1.6%,7.1%,1.5%
CCCCC(=O)NC(c1ccccc1OC)c1ccc2cccnc2c1O (stereo unspecified),-6.6%,-0.136,-0.282,0.392,0.694,/,/,-8.8%,-12.4%,/,-13.6%,8.1%
Cc1ccc(OCC(=O)N(Cc2ccccc2)C(C)C)c([N+](=O)[O-])n1,0.8%,0.168,-0.233,0.222,-0.235,13.4%,-10.3%,-2.7%,11.9%,2.9%,13.8%,11.2%
COc1ccc(CCNC(=S)NC(=O)c2ccc(Br)cc2)cc1OC,1.5%,2,-0.265,0.845,-0.359,8.8%,-5.5%,-1.0%,12.3%,14.2%,1.6%,-9.6%
COc1ccc(CC(=O)O/N=C(\N)Cc2ccc([N+](=O)[O-])cc2)cc1,15.5%,-0.663,-0.268,0.286,0.0751,/,/,-6.0%,2.8%,/,4.2%,-2.4%
COCc1cc(C2C(C(=O)c3ccco3)=C(O)C(=O)N2CCOCCO)ccc1O (stereo unspecified),-0.3%,2.83,-0.0348,1.99,-2.13,11.7%,-5.3%,-3.8%,26.6%,15.0%,6.9%,-6.1%
CN1C(=O)C(O)(CC(=O)/C=C/C=C/c2ccccc2)c2ccccc21 (stereo unspecified),-7.3%,-0.739,-0.0967,-0.505,0.53,1.0%,-6.6%,0.2%,0.1%,-6.0%,3.4%,2.9%
CCOc1ccc(NC2c3ccccc3C(=O)N2Cc2ccco2)cc1 (stereo unspecified),1.2%,1.37,0.093,1.26,-1.57,9.2%,-5.0%,-2.4%,1.4%,10.9%,10.0%,-4.2%
CNC(=S)NCC(O)c1ccc([N+](=O)[O-])cc1 (stereo unspecified),1.7%,2.15,-0.154,1.03,-0.607,2.7%,-8.7%,-5.6%,6.0%,10.3%,-6.3%,-6.8%
O=C(O)c1ccc(-c2cccc([N+](=O)[O-])c2)o1,-6.3%,0.117,-0.256,0.035,0.461,/,/,-6.3%,-5.8%,/,2.4%,-4.2%
Cc1c(NC(=O)OCc2ccccc2)c(=O)n(-c2ccccc2)n1C,2.5%,-0.616,-0.288,-0.365,0.678,-4.4%,-2.7%,1.9%,6.0%,-7.9%,10.7%,0.8%
O=C(O)c1cc(-c2ccc3c(c2)OCO3)nc2ccc(Br)cc12,-0.3%,-1.38,-0.149,-0.816,1.3,32.9%,-0.4%,8.0%,12.4%,-0.5%,5.2%,36.3%
CCC(Sc1ncnc2sc(C)c(C)c12)C(=O)OC (stereo unspecified),3.2%,-0.607,0.0213,-0.00245,0.408,15.9%,-7.1%,-6.7%,3.1%,13.4%,5.3%,0.7%
O=C1CN(C(=O)c2cc([N+](=O)[O-])ccc2Cl)C(c2ccccc2)c2cc(F)ccc2N1 (stereo unspecified),4.3%,-0.466,-0.203,0.0874,1.22,7.3%,-2.0%,2.2%,-1.1%,8.5%,1.8%,-1.5%
Clc1ccc2[nH]cc(-c3nnnn3-c3ccccc3)c2c1,0.9%,-0.106,-0.219,0.564,0.414,19.1%,-4.8%,-5.4%,2.5%,15.9%,-2.3%,2.2%
CCC(c1nnnn1C(C)(C)C)N(Cc1ccco1)Cc1cc2cccc(C)c2[nH]c1=O (stereo unspecified),-1.3%,-0.607,-0.355,-0.399,0.566,4.2%,-7.7%,-2.3%,-2.8%,-3.4%,2.2%,1.3%
CCc1cccc(Oc2nn[nH]n2)c1,1.3%,0.342,-0.208,-0.133,-0.718,9.7%,-4.9%,-4.5%,21.1%,3.7%,3.1%,43.5%
CC(=O)NCc1cccc(CNC(C)=O)n1,-5.0%,-0.158,-0.242,-0.0484,-0.329,4.6%,-2.0%,-1.5%,-0.1%,-4.1%,-1.7%,2.4%
COC(=O)Nc1nncs1,0.3%,0.0955,-0.222,0.362,0.0123,/,/,-9.3%,-8.4%,/,-1.0%,1.2%
O=C1OCc2cc(NC(=O)C3COc4ccccc4O3)ccc21 (stereo unspecified),-3.9%,-0.146,0.148,0.662,0.382,-11.3%,-2.0%,-3.3%,-8.3%,-9.5%,1.2%,3.5%
CCn1c(C2CC(=O)N(Cc3ccccc3)C2)nc2ccccc21 (stereo unspecified),0.9%,-0.204,-0.259,0.0819,0.0368,1.2%,-4.5%,-1.5%,1.0%,5.4%,9.8%,1.0%

# Three of the entries above in order of the LYP inhibition value, largest number first:
SMILES,SIAH1 antagonists,Dynein transport,Dynein transport cytoplasmic EGFP,Dynein transport nuclear GR-EGFP,Dynein transport cell count,PMI inhibitors,XIAP antagonists,LYP inhibition,M17LAP inhibition,human PMI inhibitors,M1AAP inhibition,AID2073
CCC(c1nnnn1C(C)(C)C)N(Cc1ccco1)Cc1cc2cccc(C)c2[nH]c1=O (stereo unspecified),-1.3%,-0.607,-0.355,-0.399,0.566,4.2%,-7.7%,-2.3%,-2.8%,-3.4%,2.2%,1.3%
CCc1cccc(Oc2nn[nH]n2)c1,1.3%,0.342,-0.208,-0.133,-0.718,9.7%,-4.9%,-4.5%,21.1%,3.7%,3.1%,43.5%
CCCCc1ccc(NC(=O)C2CCCO2)cc1 (stereo unspecified),2.4%,0.608,-0.23,0.78,0.0922,14.1%,-2.1%,-6.9%,9.6%,5.9%,-3.3%,10.5%

# Following part.
SMILES,SIAH1 antagonists,Dynein transport,Dynein transport cytoplasmic EGFP,Dynein transport nuclear GR-EGFP,Dynein transport cell count,PMI inhibitors,XIAP antagonists,LYP inhibition,M17LAP inhibition,human PMI inhibitors,M1AAP inhibition,AID2073
Cc1ccc(S(=O)(=O)N(C)CC(=O)OCC(=O)c2c(N)n(C)c(=O)n(C)c2=O)cc1,3.4%,0.458,-0.196,0.177,-0.478,12.3%,-3.9%,5.0%,12.4%,11.0%,-3.9%,8.0%
O=C(Cn1cc([N+](=O)[O-])cn1)NCc1cc2ccccc2[nH]1,-3.9%,-0.301,-0.286,-0.511,0.143,-12.6%,-6.0%,-0.9%,6.1%,-2.0%,6.2%,0.1%
Nc1nc(CSc2n[nH]c(-c3ccccc3)n2)nc(Nc2ccccc2)n1,-3.5%,1.07,-0.188,1.43,-0.432,19.1%,-19.6%,2.1%,-1.6%,18.3%,5.3%,-2.2%
CCCCCn1c(N)c(-c2nc3ccccc3s2)c2c([N+](=O)[O-])nn(C)c(=O)c21,2.4%,2.58,-0.368,1.26,-1.15,11.0%,0.9%,14.6%,3.8%,10.8%,4.4%,6.9%
CCc1ccc(CNC(=O)CN2C(=O)COc3ccccc32)cc1,-0.4%,0.543,-0.251,0.708,1.14,10.7%,1.0%,4.6%,12.2%,7.7%,3.9%,-6.6%
NC1CCCCC1N=Cc1c(O)n(CCc2ccc(F)cc2)c(=O)[nH]c1=O (stereo unspecified),-8.6%,-0.293,-0.144,0.0772,0.489,-0.3%,-0.1%,-9.9%,1.7%,2.4%,-3.6%,4.4%
CCOC1CS(=O)(=O)CC1OCC (stereo unspecified),2.2%,-0.502,-0.164,-0.317,0.822,1.7%,-1.5%,-9.4%,-5.2%,-1.5%,2.5%,-2.6%
O=C(COc1ccc(Cl)cc1Cl)N/N=C/CCc1ccccc1,4.0%,0.0306,-0.164,0.482,0.815,0.8%,-3.2%,-4.5%,1.3%,1.9%,3.4%,-1.9%
Nc1ncnc2c1cnn2C1CCCCC1,2.0%,-0.798,-0.0404,-0.391,0.425,/,/,-3.9%,-1.8%,/,0.4%,34.3%
CC1CN(C(=O)c2c(Br)cnn2C)CC(C)O1 (stereo unspecified),0.3%,-0.931,-0.24,-0.285,1.36,-6.2%,-1.6%,-3.1%,9.2%,-0.5%,2.4%,-6.5%
CC(Nc1ccc2c(c1)OCCO2)C(=O)N1c2ccccc2CC1C (stereo unspecified),0.4%,0.119,-0.315,0.9,-0.554,-11.6%,-5.7%,2.6%,0.1%,14.5%,3.9%,-28.1%
Cc1nc(-n2nnc(CO)c2CO)nc2c1CCC2,-0.7%,-0.932,-0.34,-0.684,0.931,-9.9%,-1.2%,2.8%,-1.8%,-10.2%,0.6%,1.8%
C=CCn1c(NC(=O)c2ccco2)c(S(=O)(=O)c2ccccc2)c2nc3ccccc3nc21,-0.6%,/,/,/,/,7.1%,-1.4%,-7.1%,/,34.3%,/,-19.6%
CCOC(=O)c1c(NC(=O)c2ccc(C)cc2)sc2c1CC(C)(C)NC2(C)C,-1.4%,0.0652,-0.154,0.386,0.0775,4.8%,-1.9%,-4.5%,0.9%,-0.8%,8.4%,6.4%
CC(C)NC(=S)Nc1ccc(Oc2ccccc2)cc1,-4.8%,0.0737,-0.193,-0.107,-0.25,1.4%,-1.2%,-7.7%,12.1%,-0.9%,3.5%,-8.7%
CC[C@@H]1CC=C[C@H]2[C@H]1C(=O)N(Cc1ccccc1)[C@H]2c1ccc(C(F)(F)F)cc1,8.8%,-0.632,-0.704,-0.134,-0.348,/,/,1.8%,4.0%,/,-1.4%,-8.3%
COc1ccc(C(=O)Nc2ccccc2-c2nnn(CC(=O)N3CCOCC3)n2)cc1,-0.7%,1.75,-0.276,0.951,-0.155,20.1%,-5.2%,-7.4%,-4.9%,8.6%,-5.2%,-1.5%
O=C(C1CCN(C2CC(=O)N(c3cccc(Cl)c3)C2=O)CC1)N1CCCCCC1 (stereo unspecified),2.2%,1.04,-0.196,0.885,-0.557,4.8%,2.0%,-4.0%,10.5%,1.7%,7.8%,3.4%
CCOC(=O)c1ccc(NC(=S)N2CCSC2c2ccc(OC)cc2)cc1 (stereo unspecified),-2.8%,-0.634,-0.327,-0.513,0.53,-3.2%,-5.8%,-1.2%,5.2%,-8.8%,6.7%,-11.2%
